Screens deposited in PubChem BioAssay by NMMLSC.
Myeloid diff MLP: compounds promoting myeloid differentiation; ER-HoxA9 myeloid progenitors, lysozyme-GFP differentiation, flow cytometry; calls only at 10 µM; hit rate 1% among 360,000; AID 624256;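 active means normalized GFP-positive differentiation at or above the plate's own cutoff, the solvent-only control mean plus 3 SD; inconclusive means no clear call, values can overlap the other calls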;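 further: cells exposed to compound for four days before flow analysis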
Myeloid diff MLP GFP+ MAC1+ %: second read-out of Myeloid diff MLP, no call of its own (marks repeat the call); GFP+ MAC1+ double positive, %; measured here: differentiation confirmed by MAC1 staining
An asterisk follows results filed as active; i = inactive; ? = inconclusive; . = no result given; & = joins results of further samples. An excerpt; count on the stated rates, not on these rows.

SMILES	Myeloid diff MLP	Myeloid diff MLP GFP+ MAC1+ %
CC(=O)OCC1=C[C@@H]2OC(=O)C3=CO[C@@H](O[C@@H]4O[C@H](CO)[C@@H](O)[C@H](O)[C@H]4O)[C@H]1[C@@H]32	i	0.4
CN1CCN(C(c2ccccc2)c2ccccc2)CC1	i	4.0
CC1(C)OC2CC(=O)OCC23C1CC(=O)C1(C)C3CCC2(C)C(c3ccoc3)OC(=O)C3OC321 (stereo not given)	i	3.6
CCOc1ccccc1C(N)=O	i	0.9
C=C[C@H]1CN2CC[C@H]1C[C@@H]2[C@@H](O)c1ccnc2ccc(OC)cc12	?	4.1&5.7
Cc1cc(Nc2cc(N3CCN(C)CC3)nc(Sc3ccc(NC(=O)C4CC4)cc3)n2)n[nH]1	?	.
CC(=O)NC(Cc1ccccc1)C(=O)O (stereo not given)	i	1.4
CCCn1cnc2c1c(=O)n(CCCCC(C)=O)c(=O)n2C	i	1.6
COc1ccc(C(=O)NCc2ccc(OCCN(C)C)cc2)cc1OC	i	2.0
CC(=O)Nc1ccc(C(=O)O)cc1	i	2.5
NC(=O)c1cn(Cc2c(F)cccc2F)nn1	i	2.7

Quoted at random: 3 compounds from above.
SMILES	Myeloid diff MLP	Myeloid diff MLP GFP+ MAC1+ %
CCCn1cnc2c1c(=O)n(CCCCC(C)=O)c(=O)n2C	i	1.6
CC1(C)OC2CC(=O)OCC23C1CC(=O)C1(C)C3CCC2(C)C(c3ccoc3)OC(=O)C3OC321 (stereo not given)	i	3.6
C=C[C@H]1CN2CC[C@H]1C[C@@H]2[C@@H](O)c1ccnc2ccc(OC)cc12	?	4.1&5.7

Not a retest: an excerpt of the list.
SMILES	Myeloid diff MLP	Myeloid diff MLP GFP+ MAC1+ %
COc1ccc(C(=O)NCc2ccc(OCCN(C)C)cc2)cc1OC	i	2.0
CC(=O)Nc1ccc(C(=O)O)cc1	i	2.5
NC(=O)c1cn(Cc2c(F)cccc2F)nn1	i	2.7
